Assay outcomes (PubChem)
AmpC inh detg – blocks E. coli AmpC beta-lactamase in detergent assay; P00811; AmpC hydrolysis of nitrocefin, absorbance 480 nm, 0.01% Triton; Potency, µM (series often up to 114 µM), inactives show at the top dose activity change, negative = inhibition, most hits filed as inhibitors; 0.041% of 370,000 active; AID 485294;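 also: potency is read from the fitted curve at half-maximal effect; 0% = no-compound wells and -100% = no-enzyme wells; nearly all actives have a fitted effect of over 25% in size; some results filed as inactive show a strong effect at the top dose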
Target sequence (P00811 whole entry, looked up): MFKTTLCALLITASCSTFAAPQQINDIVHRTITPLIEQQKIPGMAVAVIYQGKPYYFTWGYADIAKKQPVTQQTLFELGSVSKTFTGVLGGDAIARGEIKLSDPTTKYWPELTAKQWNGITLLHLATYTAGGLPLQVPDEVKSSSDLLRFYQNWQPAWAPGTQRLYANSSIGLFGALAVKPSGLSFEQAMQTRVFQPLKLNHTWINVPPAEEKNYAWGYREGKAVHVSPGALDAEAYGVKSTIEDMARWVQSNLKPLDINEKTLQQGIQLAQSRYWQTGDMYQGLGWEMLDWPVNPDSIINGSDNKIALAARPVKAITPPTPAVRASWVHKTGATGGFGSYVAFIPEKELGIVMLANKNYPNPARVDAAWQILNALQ
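20 mM phosphate pH 7.0 + 0.01% (detergent screen) or 0.0001% Triton X-100; 5.3 nM AmpC reagent; cpd preinc 15 min RT; nitrocefin (800 uM stock) to start; A480 q20 s × 4 min; Activity was normalised to no-enzyme and no-compound control wells.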
AmpC inh no detg – blocks E. coli AmpC beta-lactamase in detergent-free assay | Potency, µM (titrated, usually from 57.1 µM), without a hit: top-dose activity change, negative = inhibition, actives largely listed as inhibitors | AmpC nitrocefin hydrolysis, absorbance 480 nm, 0.0001% Triton | AID 485341 | P00811 | 0.52% of 330,000 active;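 also: potency is read from the fitted curve at half-maximal effect; plate controls were no compound for no effect and no enzyme for full effect; nearly all actives have a fitted effect of over 20% in size; some results filed as inactive show a strong effect at the top dose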
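AmpC (5.3 nM in the dispensed reagent) in 20 mM phosphate pH 7.0 with 0.01% (detergent screen) or 0.0001% Triton X-100 was preincubated with compounds for 15 min at room temperature. Nitrocefin was then added from an 800 uM solution, and hydrolysis was followed at 480 nm.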
HCMV antiviral – inhibitors of human cytomegalovirus; AID 1259415; activity change, negative = inhibition, % at 57.5 µM; 4.5% of 410,000 active; HFF cells, HCMV-luciferase reporter, 72 h; active compounds read low; in the data active = activity change below about -60%; inconclusive = no clear call, values can overlap the other calls; inactive = above about -39%
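Compounds were evaluated in HFFs infected with an HCMV luciferase reporter virus (MOI 1 PFU/cell). Luciferase in lysates collected 72 h post infection served as the replication measure.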
AMA1-RON2 inh – AMA1-RON2 (P. falciparum) interaction inhibition; AlphaScreen AMA1-biotinylated RON2 peptide binding; Potency, µM (titrated, usually from 58.2 µM), inactives show at the highest dose activity change, negative = inhibition, most hits filed as inhibitors; 0.2% of 360,000 active; AID 720542;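 also: potency is read from the fitted curve at half-maximal effect; 0% = vehicle wells and -100% = peptide control; nearly all actives have a fitted effect of over 45% in size; some results filed as inactive show a strong effect at the top dose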
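AMA1 (3D7) with his tag at 25 nM final met compounds first, then biotinylated RON2 peptide at 25 nM; detection used donor plus acceptor beads, 10 µg/mL apiece, read by AlphaScreen after 30 min at room temperature.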
Sm TGR block – blocks Schistosoma mansoni thioredoxin glutathione reductase. Q962Y6. AID 485364. purified TGR, DTNB reduction, TNB absorbance 405 nm. Potency, µM (top dose mostly 114 µM), without a hit: at the highest dose activity change, negative = inhibition, hits mostly inhibitors. 3% of 360,000 active; also: potency is read from the fitted curve at half-maximal effect; nearly all actives have a fitted effect of over 60% in size
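Kinetic colorimetric format: TGR-catalysed, NADPH-driven DTNB reduction monitored via TNB absorbance. Enzyme dispensed at 20 nM; compound exposure 15 min at room temperature before reaction start.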
Giardia FBPA inh – Giardia lamblia aldolase inhibition; purified Giardia FBPA; 0.71% of 290,000 active; Potency, µM (titrated, usually from 59.6 µM), for inactives: at the top dose activity, negative = inhibition, actives largely listed as inhibitors; A8B2U2; AID 2451; also: potency is read from the fitted curve at half-maximal effect; nearly all actives have a fitted effect of over 55% in size
Target sequence (A8B2U2 whole entry, looked up): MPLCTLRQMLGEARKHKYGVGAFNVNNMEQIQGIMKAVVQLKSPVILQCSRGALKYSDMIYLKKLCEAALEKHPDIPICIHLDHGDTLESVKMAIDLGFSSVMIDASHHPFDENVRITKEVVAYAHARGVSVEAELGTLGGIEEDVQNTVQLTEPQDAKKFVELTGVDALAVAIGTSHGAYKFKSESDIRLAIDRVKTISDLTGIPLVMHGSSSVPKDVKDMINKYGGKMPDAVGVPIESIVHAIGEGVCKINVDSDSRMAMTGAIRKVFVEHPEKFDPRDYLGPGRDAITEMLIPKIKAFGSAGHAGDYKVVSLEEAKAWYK
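40 nM FBPA preincubated 10 min at RT with compound (up to 57.5 uM final), then substrate plus GAPDH/TPI/NAD/arsenate coupling and diaphorase/resazurin added. Fluorescence read after 20 min at RT, 525/598 nm.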
Active calls of the source: *; ? = inconclusive; . = not tested or not shown; [ ] = remark or other dose. Unless noted, calls follow the shape of the dose curve; as a rule, active = well fitted curve in the direction sought with a large enough effect; inconclusive = small, poorly fitted or top-dose-only effect, or another doubt; inactive = no such curve, though single readings can be large; an effect the other way counts as inactive or inconclusive. Unless noted, % is scaled to controls: 0 for no effect and ±100 for the full control effect.

SMILES	AmpC inh detg	AmpC inh no detg	HCMV antiviral	AMA1-RON2 inh	Sm TGR block	Giardia FBPA inh
COc1cccc(NS(=O)(=O)c2ccc3c(c2)NC(=O)C(C)S3)c1 (centres undefined)	-14.9%	-58.5%	?	-6.1%	-1.3%	5.3%
CCC(c1nnc(SCC(=O)Nc2nnc(-c3ccccc3)o2)n1Cc1ccccc1)N(C)C (centres undefined)	2.4%	-0.3%	-4.8	9.0%	-23.6%	0.1%
O=C(c1ccc(F)cc1)c1ccc(CN2C(=O)c3ccccc3C2=O)o1	3.8%	2.3%	-33.7	-7.5%	-34.1%	3.8%
COc1ccc(NS(=O)(=O)c2cc(C(=O)O)ccc2C)cc1	-14.3%	-12.3%	33.1	38.5%	-8.5%	15.4%
Oc1ccc(/C=C/c2nc(-c3ccccc3O)n(-c3ccccc3)n2)cc1	-4.9%	-39.2%	-8.1	4.8%	-17.0%	-16.0%
O=C(CCCOc1ccccc1)Nc1ccc(S(=O)(=O)Nc2ccccn2)cc1	4.3%	?	.	-6.8%	6.1%	0.8%
CCn1c(CCNC(=O)c2cccs2)nnc1SCC(=O)NC1CCCCC1	-7.4%	-7.5%	-24.7	-0.8%	1.7%	2.2%
COc1ccc(N2C(=O)CC(Nc3ccc(F)cc3)C2=O)c([N+](=O)[O-])c1 (centres undefined)	0.0%	-3.6%[2.29 µM]	-26.1	-7.7%	-14.2%	-9.2%
O=C(NCc1cccnc1)c1ccc(COc2ccccc2Br)cc1	?	55.9%	-76.5*	-0.3%	2.2%	-0.5%
C=CCn1c(SCC(=O)N2CCOCC2)nc2sc(CC)cc2c1=O	.	-4.6%	-39.0	-4.0%[11.6 µM]	.	.
CC(C(=O)c1c[nH]c2ccccc12)N1CCOCC1 (centres undefined)	3.1%	4.2%	72.2	5.1%	8.3%	3.4%
CCC[C@H](CN[C@@H](CNC)[C@H](C)O)NCCc1ccc(OC)cc1	-4.4%	-13.5%	0.8	124.0%[activator]	-5.7%	17.3%
CC(C)N(CC(N)=O)C(=O)c1sc2cc(F)ccc2c1Cl	-10.6%	-12.7%[11.4 µM]	-12.4	0.2%	3.1%	8.3%
O=C(COC(=O)CSc1ccc([N+](=O)[O-])cc1)NCCC1=CCCCC1	?	-9.0%	0.0	-6.5%[11.6 µM]	-10.9%	.
CCc1nnc(NS(=O)(=O)c2ccc(NC(=O)c3cccc(Cl)c3)cc2)s1	?	-32.9%	-28.7	-0.9%	1.2%	12.8%
Cc1ccc(S(=O)(=O)N(CC(O)CN2CCOCC2)c2cccc([N+](=O)[O-])c2)cc1 (centres undefined)	-5.0%	58.7%	-35.3	5.2%	7.5%	3.7%
Cc1cc(NC(=O)Nc2ccc(Cl)c(Cl)c2)n(-c2ccccc2)n1	14.5%	-31.6%	-29.5	-15.8%	-3.0%	-19.4%
Clc1ccc(-c2csc(N/N=C/c3ccco3)n2)cc1	-5.7%	-57.3%	-24.2	1.7%	-12.7%	-11.5%
COc1cc(C(=O)N2CCN(c3cc(Cl)ccc3Cl)CC2)cc(OC)c1OC	?	-27.7%	-33.9	8.5%	3.5%	-7.5%
COc1cc(C(=O)Nc2cc(C)ccc2OCc2cc(=O)n3c(C)csc3n2)cc(OC)c1OC	3.6%	.	-19.6	.	0.8%	.

The last two records of the section before are carried over, then new ones follow:
SMILES	AmpC inh detg	AmpC inh no detg	HCMV antiviral	AMA1-RON2 inh	Sm TGR block	Giardia FBPA inh
COc1cc(C(=O)N2CCN(c3cc(Cl)ccc3Cl)CC2)cc(OC)c1OC	?	-27.7%	-33.9	8.5%	3.5%	-7.5%
COc1cc(C(=O)Nc2cc(C)ccc2OCc2cc(=O)n3c(C)csc3n2)cc(OC)c1OC	3.6%	.	-19.6	.	0.8%	.
Cc1cc(Cl)ccc1C(=O)C1CCCN(C(=O)c2cncs2)C1 (centres undefined)	-10.3%	14.5%	-14.2	-5.7%	-23.1%	6.5%
CCOc1ccc(N(C)C(=O)C2CCN(S(=O)(=O)c3ccc4c(c3)CCCN4C(C)=O)CC2)cc1	-5.7%	.	-12.8	.	0.8%	.
Fc1ccc(-c2ccc(/C=N\n3cnnc3)o2)cc1Cl	2.5%	-4.1%	-23.9	-2.2%	0.0%	0.4%
O=C(O)c1ccc(N2C(=O)c3cccnc3C2=O)cc1	?	-1.5%[11.4 µM]	-15.7	6.1%	-1.1%	?
COCCNC(=O)CSc1nc2sc(C)c(C)c2c(=O)n1-c1ccccc1	-2.9%	26.1%	-15.9	-10.2%	-2.5%	5.0%
COc1ccccc1NC(=O)C1=C(C)Nc2c(C(=O)Nc3ccc(C)cc3)cnn2C1c1cccc(OC)c1OC (centres undefined)	-0.6%	.	65.1	.	-0.7%	.
Cc1ncc([N+](=O)[O-])n1CC(=O)Nc1ccc(F)c(Cl)c1	-3.4%	-4.3%	?	3.4%	14.5%	2.0%
CCN(CC)C(=O)C(=O)c1cccn1-c1c(Cl)cccc1C#N	-3.6%	-4.1%	-24.5	0.0%	.	-6.5%
CCOC(=O)c1oc2c(c1C)-c1nn(Cc3ccc(Cl)cc3)cc1CC2	-2.7%	.	-30.0	.	-2.9%	.
CCOC(=O)Cn1c(C)cc(COC)c(C#N)c1=O	5.9%	-10.6%	31.0	0.0%	-6.4%	1.3%
COC(=O)c1cnn(-c2ccccc2)c1N	8.7%	-6.8%	15.3	-6.3%	28.7%	0.3%
COc1ccc(Oc2nccc(-c3ccc(F)cc3)c2C#N)cc1	-6.7%	-18.2%	86.3	11.8%	-26.8%	0.8%
O=c1c2ccsc2ncn1Cc1ccccc1F	-2.1%	-19.0%	-36.1	-14.4%	8.5%	-0.6%
COc1ccc(OC)c(-c2csc(NC(=O)Cc3ccc(OC)c(OC)c3)n2)c1	-0.2%	47.8%	-18.5	?	-2.9%	11.4%
COc1ccc(C(=O)COC(=O)c2ccccn2)cc1OC	?	-24.0%	8.0	50.7%[activator]	-1.3%	.
CC(=O)NCCC(=O)Nc1nc(-c2ccc3c(c2)OCCO3)cs1	4.3%	12.3%	38.4	0.1%	5.3%	-5.9%
O=C(C[C@H]1C(=O)N(C2CCCCC2)C[C@@H]1Cc1ccccc1)Nc1ccccc1	?	40.9%	-1.7	-3.2%	-25.7%	5.9%
CCc1ccc(NC(=S)NC2CCN(Cc3ccccc3)CC2)cc1	?	8.4%	-77.4*	-7.3%	-15.0%	5.2%
O=c1oc(-c2ccccc2)nc2ccsc12	-1.6%	-7.6%	2.3	-6.0%	-1.0%	5.1%
CN1CCN(C(=O)c2ccc(F)c(F)c2)CC1	6.5%	-17.3%	-32.1	-3.7%	-3.0%	5.2%
O=C(Nc1nnc(C2CC2)s1)C1CCCCN1S(=O)(=O)c1ccccc1 (centres undefined)	-8.8%	-21.2%	-17.5	2.4%	4.9%	0.7%
O=C(O)CCSc1nnc(CNc2ccc(Cl)cc2)n1Cc1ccccc1	-7.9%	-12.1%	-26.1	2.8%	-0.4%	10.8%
COc1ccccc1NC(=O)C1=C(C)Nc2nc(SCc3ccccc3F)nn2C1c1cccs1 (centres undefined)	3.2%	.	-35.9	.	-7.0%	.
CCOc1ccccc1CNc1ccc(O)cc1	-3.6%	-57.9%	?	29.3%	.	11.2µM*
CC1=C(C(=O)Nc2ccccc2Cl)C(c2cccs2)n2ncnc2N1 (centres undefined)	-2.9%	.	-15.8	.	1.5%	.
CCN(CC)c1ccc(CN(C(=O)Cc2coc3ccc(C)cc23)C2CCS(=O)(=O)C2)cc1 (centres undefined)	6.2%	.	10.2	.	20.4%	.
COCCN(C(=O)/C=C/c1ccccc1)c1nnc(-c2cccnc2)s1	0.5%	-27.2%	-15.3	12.1%	-11.2%	-8.7%
Nc1ccc2nn(-c3ccc(F)cc3)nc2c1	-1.5%	-29.0%	82.4	2.1%	-4.7%	-13.9%
CCC(C)NC(=O)c1ccccc1NC(=O)Nc1ccccc1 (centres undefined)	-4.4%	-1.5%	-7.3	-0.6%	5.5%	-3.1%
CC(C(=O)c1ccc(Cl)cc1Cl)n1cncn1 (centres undefined)	-1.1%	17.4%	27.9	-10.4%	-13.9%	-1.7%
CC1CCCC(C)N1CCCNC(=O)CN1C(=O)c2cccnc2Oc2ccc(Cl)cc21 (centres undefined)	-11.0%	-13.6%	6.9	-2.4%	5.4%	-8.7%
O=C(CN1CCN(C(=O)c2ccco2)CC1)NCc1ccc(Cl)cc1	-2.2%	72.2%[activator]	172.5	10.1%	0.0%	.
c1ccc(CSc2ncccn2)cc1	?	0.4%	-2.7	-1.1%	-11.4%	0.1%
CN(C)CCN=Cc1c(O)n(CCC2=CCCCC2)c(=O)[nH]c1=O	-4.9%	-18.6%	5.4	48.5%[activator]	69.8%[activator][11.4 µM]	7.6%
CCCCN(CCCC)Cc1ccc(C(=O)NNC(=O)Nc2ccc(Cl)cc2)o1	-7.4%	-18.2%	-3.8	68.8%[activator]	4.3%	2.4%
Cc1ccc(C(=O)COC(=O)c2cc(=O)[nH]c3ccccc23)cc1C	-1.8%	-13.6%	-12.5	13.6%	0.6%[57.1 µM]	-0.3%
O=c1c2ccccc2nc(CNCC2CCCO2)n1-c1ccc(F)cc1 (centres undefined)	-1.3%	13.6%	1.9	26.7%	0.9%	-0.3%
N[C@@H](Cc1ccc(O)cc1)c1nnc([C@H](CO)NC(=O)C2CCNCC2)o1	6.2%	-21.1%	-33.0	91.2%[activator]	1.3%	-22.2%

A draw from above in order of count of non-hydrogen atoms, low to high:
SMILES	AmpC inh detg	AmpC inh no detg	HCMV antiviral	AMA1-RON2 inh	Sm TGR block	Giardia FBPA inh
c1ccc(CSc2ncccn2)cc1	?	0.4%	-2.7	-1.1%	-11.4%	0.1%
CC(C(=O)c1ccc(Cl)cc1Cl)n1cncn1 (centres undefined)	-1.1%	17.4%	27.9	-10.4%	-13.9%	-1.7%
CCC(C)NC(=O)c1ccccc1NC(=O)Nc1ccccc1 (centres undefined)	-4.4%	-1.5%	-7.3	-0.6%	5.5%	-3.1%
CN(C)CCN=Cc1c(O)n(CCC2=CCCCC2)c(=O)[nH]c1=O	-4.9%	-18.6%	5.4	48.5%[activator]	69.8%[activator][11.4 µM]	7.6%
Cc1ccc(C(=O)COC(=O)c2cc(=O)[nH]c3ccccc23)cc1C	-1.8%	-13.6%	-12.5	13.6%	0.6%[57.1 µM]	-0.3%
COCCN(C(=O)/C=C/c1ccccc1)c1nnc(-c2cccnc2)s1	0.5%	-27.2%	-15.3	12.1%	-11.2%	-8.7%
N[C@@H](Cc1ccc(O)cc1)c1nnc([C@H](CO)NC(=O)C2CCNCC2)o1	6.2%	-21.1%	-33.0	91.2%[activator]	1.3%	-22.2%
CCCCN(CCCC)Cc1ccc(C(=O)NNC(=O)Nc2ccc(Cl)cc2)o1	-7.4%	-18.2%	-3.8	68.8%[activator]	4.3%	2.4%
CC1CCCC(C)N1CCCNC(=O)CN1C(=O)c2cccnc2Oc2ccc(Cl)cc21 (centres undefined)	-11.0%	-13.6%	6.9	-2.4%	5.4%	-8.7%
CCN(CC)c1ccc(CN(C(=O)Cc2coc3ccc(C)cc23)C2CCS(=O)(=O)C2)cc1 (centres undefined)	6.2%	.	10.2	.	20.4%	.
